Source: PubChem (several laboratories)
Wnt act = Wnt/beta-catenin pathway activation | 300,000 compounds, 1.2% hits | AID 743398 | activation, % at 9.35 µM | Wnt/beta-catenin reporter cell assay, activator, plate reader; in the data active means activation above about 30%, passing the limit was not always enough;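 further: 0% = neutral control wells and 100% = positive control wells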
HTR5A inv ctr = counter-screen for OPRM1-OPRD1 inverse agonists: human HTR5A inverse agonism. HTR5A cell line, luminescence. P47898. 340,000 compounds, 0.083% hits. inhibition, % at 9.3 µM; in the data active means inhibition mostly above about 23%, no sharp cut-off; inactive means mostly below about 18%;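 further: 0% = cells with DMSO and 100% = no-cell wells with DMSO; some compounds called inactive have numbers as strong as hits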
PvdQ inh = blocks Pseudomonas aeruginosa PvdQ acylase activity; purified PvdQ acylase, fluorescence plate reader; inhibition, % at 10 µM; 340,000 compounds, 0.063% hits; AID 488965; in the data active means inhibition above about 30%, passing the limit was not always enough;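 further: 0% = vehicle neutral wells and 100% = reference inhibitor wells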
MITF TRPM1 HTS = MITF TRPM1 promoter activation in melanoma cells | SK-MEL-5 TRPM1-promoter luciferase, 24 h; % of positive control, neutral wells = 0 | activation, % at 12.5 µM | 300,000 compounds, 0.75% hits;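 active means mean activation of at least 80% with every replicate also reaching 80%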;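 further: 0% = neutral control wells and 100% = parthenolide positive control wells; values of inactives mirror those of a sister screen read the other way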
HTR5A ag ctr = HTR5A agonism, opioid heterodimer counter-screen; 340,000 compounds, 0.61% hits; HTR5A agonist assay, luminescence, cell-based; activation, % at 9.3 µM; P47898; AID 504692; in the data active means activation mostly above about 9.5%, no sharp cut-off; inactive means mostly below about 7.6%;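 further: 0% = cells with vehicle only and 100% = reference agonist; strong numbers were not always called active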
CDK5 inh = CDK5/p35 (human) kinase inhibition | Q00535+Q15078 | inhibition, % at 10 µM | AID 488839 | Recombinant CDK5/p35, ADP-Glo luminescence, 60 min | 330,000 compounds, 0.01% hits;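 active means highest replicate inhibition of at least 50% and at least 75% of replicates reaching 50%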;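 further: plate controls were DMSO neutral control for no effect and GW8510 at 10 µM for full effect; many of its hits are not listed in these tables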
Target sequence (Q00535 whole entry, looked up): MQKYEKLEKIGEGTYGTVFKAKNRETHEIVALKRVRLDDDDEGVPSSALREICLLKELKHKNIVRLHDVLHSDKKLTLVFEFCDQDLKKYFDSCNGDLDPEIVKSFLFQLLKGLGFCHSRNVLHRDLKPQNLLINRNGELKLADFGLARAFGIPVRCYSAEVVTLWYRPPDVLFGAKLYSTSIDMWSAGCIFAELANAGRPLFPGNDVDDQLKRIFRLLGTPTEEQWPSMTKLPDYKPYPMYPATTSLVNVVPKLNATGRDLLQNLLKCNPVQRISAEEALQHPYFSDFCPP
Target sequence (Q15078 whole entry, looked up): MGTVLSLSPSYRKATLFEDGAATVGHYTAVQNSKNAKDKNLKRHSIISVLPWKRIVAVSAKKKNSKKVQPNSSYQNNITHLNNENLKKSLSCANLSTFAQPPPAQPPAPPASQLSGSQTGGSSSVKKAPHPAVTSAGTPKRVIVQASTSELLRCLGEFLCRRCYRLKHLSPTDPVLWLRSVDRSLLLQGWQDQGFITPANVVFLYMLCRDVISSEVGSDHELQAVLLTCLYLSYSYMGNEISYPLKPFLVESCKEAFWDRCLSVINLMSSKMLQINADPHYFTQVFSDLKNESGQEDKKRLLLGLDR
dFosB act = enhances mouse delta FosB homodimer DNA binding; P13346; purified delta FosB, TAMRA-CDK5 oligo fluorescence polarization; percent of positive-control signal above neutral wells; activation, % at 25 µM; 340,000 compounds, 0.99% hits; AID 493131;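 active means mean activation above about 17%, with every replicate also reaching it, limit read from the data, passing the limit was not always enough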;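 further: fluorescence polarization rise as delta FosB binds a TAMRA Cdk5 AP-1 oligo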
Target sequence (P13346 whole entry, looked up): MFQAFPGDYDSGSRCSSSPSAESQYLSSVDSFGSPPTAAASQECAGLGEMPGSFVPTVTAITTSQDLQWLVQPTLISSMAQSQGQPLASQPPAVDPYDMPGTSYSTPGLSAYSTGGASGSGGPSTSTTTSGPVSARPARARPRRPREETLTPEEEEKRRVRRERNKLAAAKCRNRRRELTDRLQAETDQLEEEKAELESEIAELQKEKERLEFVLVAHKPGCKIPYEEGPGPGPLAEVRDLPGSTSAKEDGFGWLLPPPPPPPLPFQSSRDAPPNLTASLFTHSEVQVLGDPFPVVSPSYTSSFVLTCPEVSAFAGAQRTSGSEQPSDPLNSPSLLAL
V-ATPase pH = yeast V-ATPase proton transport regulation by pHLuorin. response, % at 10 µM. S. cerevisiae, pHLuorin cytosolic pH fluorescence. 350,000 compounds, 0.37% hits. AID 504577; in the data active means response mostly above about 7.3%, no sharp cut-off; inactive means mostly below about 5.4%; further: actives read high; inactives centre near 0; some compounds called inactive have numbers as strong as hits; reference of the scale not given here
NSD2 inh = blocks human histone methyltransferase NSD2 | O96028 | NSD2 peptide methylation, AlphaScreen, 120 min | inhibition, % at 12.5 µM | 310,000 compounds, 0.54% hits | AID 743445; in the data active means inhibition above about 50%
SR-BI HDL uptake = mouse SR-BI HDL lipid transfer inhibition; Q61009; ldlA[mSR-BI] CHO cells, DiI-HDL uptake fluorescence, 3 h; inhibition, % at 12.5 µM; 320,000 compounds, 0.96% hits; AID 488896;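 active means mean replicate inhibition of at least 70% and a set share of replicates each scoring 70 or more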;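 further: 0% = median of neutral control wells and 100% = median of positive control wells; values of inactives mirror those of a sister screen read the other way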
Starred values were filed as active, the others as inactive; . = not tested or not shown. Outcome played no part in choosing rows. Share with any hit: about 5%.

Start of the listing, in advance, 2 compounds:
SMILES	Wnt act	HTR5A inv ctr	PvdQ inh	MITF TRPM1 HTS	HTR5A ag ctr	CDK5 inh	dFosB act	V-ATPase pH	NSD2 inh	SR-BI HDL uptake
COC(=O)CNc1nc(C2CC2)nc2c1nnn2Cc1ccccc1Cl	.	-4.5	-12.1	-9.4	6.4	1.4	-6.3	-1.7	1.2	-6.3
CCOc1ccccc1C(=O)N[C@H](C(=O)Nc1nc2c(s1)CCCC2)C(C)C	-0.9	4.2	-17.0	-12.7	3.6	0.6	-5.6	-1.7	0.5	11.1

Main list, from the start:
SMILES	Wnt act	HTR5A inv ctr	PvdQ inh	MITF TRPM1 HTS	HTR5A ag ctr	CDK5 inh	dFosB act	V-ATPase pH	NSD2 inh	SR-BI HDL uptake
COC(=O)CNc1nc(C2CC2)nc2c1nnn2Cc1ccccc1Cl	.	-4.5	-12.1	-9.4	6.4	1.4	-6.3	-1.7	1.2	-6.3
CCOc1ccccc1C(=O)N[C@H](C(=O)Nc1nc2c(s1)CCCC2)C(C)C	-0.9	4.2	-17.0	-12.7	3.6	0.6	-5.6	-1.7	0.5	11.1
CCOC(=O)c1oc2cccc(O)c2c1CN1CCOCC1	.	-2.3	-9.5	.	0.9	-1.9	-5.2	5.1	-0.2	-11.3
CC1(c2ccccc2)NC(=O)N(CC(=O)Nc2cc(S(=O)(=O)N3CCOCC3)ccc2Cl)C1=O (centres undefined)	-1.1	21.5	-10.0	5.6	7.5	0.7	-3.0	0.1	1.8	-6.1
Cc1ccc(Nc2c(-c3ccc(N(C)C)cc3)nc3ncccn23)cc1	5.1	-32.8	-6.8	5.7	4.3	2.5	-11.6	1.9	3.2	-3.8
O=C(NCCCN1CCOCC1)C1CCN(S(=O)(=O)c2ccccc2)CC1	0.3	5.7	-6.6	-1.2	-2.3	1.3	-1.1	-0.9	-4.5	-12.7
COc1cccc(OCCSc2nc(N)cc(N)n2)c1	.	-4.2	-3.8	.	1.2	-1.2	-4.5	-1.8	1.2	13.7
O=C(CNC(=O)c1ccccc1F)NCCN1C(=O)S/C(=C\c2ccccc2Cl)C1=O	2.1	1.0	-10.2	8.2	4.5	-1.5	-3.4	0.2	0.2	-7.0
N#CCN1CCC2(O)CCCCC2C1c1ccc2c(c1)OCO2 (centres undefined)	-1.5	-13.6	-19.3	.	-3.7	-8.8	-7.5	2.9	9.4	-21.5
Cc1ccccc1N1C(=O)Cc2ccccc2C1=O	0.3	-3.2	-7.6	-0.7	1.3	-2.2	-2.6	-1.2	4.6	-18.4
CCOC(=O)c1cnc2c(C#N)c(C)nn2c1C	.	-14.1	4.3	7.5	5.0	0.1	6.8	-2.9	-1.8	-12.4
C=CCn1c(SCC(N)=O)nnc1-c1cc2c(s1)CCC(CC)C2 (centres undefined)	.	30.2	-18.4	59.5	5.0	-1.5	-11.0	-0.6	-0.2	-7.0
CCc1c(C2(O)CCCCC2)[nH]c2cnccc12	-3.0	-15.6	-2.5	-6.5	-0.3	1.4	4.2	-1.9	.	9.3
CCOC(=O)[C@H]1[C@H]2COc3ccc(Cl)cc3[C@@H]2N2C(=O)[C@@H](C)NC(=O)[C@@]12C	-3.1	-11.9	-11.1	4.9	9.6	1.3	4.2	-0.7	.	-7.3
CC(=O)Nc1ccc(C(=O)Nc2nc(-c3cc(C)n(Cc4ccccc4)c3C)cs2)cc1	.	-14.9	-7.6	-16.9	-1.6	1.0	6.8	0.4	-1.2	55.3
Cc1cc(NC(=O)c2ccoc2C)ccc1Br	56.8*	1.9	-13.1	86.1*	-0.8	3.7	-3.0	0.2	-1.7	51.4
NC(=O)C1CCN(C(=O)CSCc2ccccc2Cl)CC1	-2.3	-0.9	-17.4	15.0	-3.0	2.7	5.5	9.4	5.2	-0.3
C[C@@H]1CC[C@]2(O[C@H](CCO)C[C@H](O)[C@H]2O)O1	-0.3	-8.4	-25.7	-6.0	0.4	0.0	1.8	9.6	.	1.3
CCOC(=O)CCCNC(=O)CSc1nc2ccc(OCC)cc2[nH]1	-2.4	8.0	-6.1	-5.0	3.1	-0.4	-4.7	-2.4	42.6	-8.0
CC(NS(=O)(=O)c1ccc(Br)cc1)C(=O)Nc1nc2ccccc2[nH]1 (centres undefined)	-4.7	-6.9	-2.7	-29.8	1.9	1.7	-13.0	-3.0	2.7	-3.2
CCNS(=O)(=O)c1ccc(NC(=O)c2ccc(Cn3cc([N+](=O)[O-])cn3)o2)cc1	0.0	-16.4	2.6	-1.0	5.8	3.3	9.7	0.8	-0.4	22.1
CC(C)C(=O)Nc1ccccc1Cc1ccccc1	-0.9	7.8	-1.5	3.3	-3.1	0.7	4.9	-0.2	1.9	-19.8
CCn1c(COc2ccccc2C)nnc1SCC(=O)CC(=O)Nc1ccccc1OC	.	-15.2	-3.0	.	-0.2	-0.8	-2.4	0.6	22.9	11.2
O=C(c1ccco1)c1cn(CC(=O)N2CCCc3ccccc32)c2ccccc12	.	-10.0	-1.4	2.5	4.1	0.6	2.3	1.4	1.1	44.9
COc1cc2c3nnc(-c4ccc(F)cc4)c-3cn(Cc3ccccc3)c2cc1OC	-10.3	17.3	-15.2	.	-5.9	-4.0	18.9*	5.7	.	-3.2
CC1=C(c2ccccc2)SC2=NCCN21	0.6	4.7	-34.8	-4.7	-1.3	0.9	-9.8	3.8	4.2	-21.9
CN(C)CCCN(C(=O)c1ccc(Cl)s1)c1nc2cc3c(cc2s1)OCO3	-0.5	4.8	-10.3	-81.6	-1.2	-2.2	18.0*	1.1	6.5	7.0
Cn1c(=O)c2c(nc(CN3CCN(CCO)CC3)n2Cc2cccc3ccccc23)n(C)c1=O	.	13.2	-3.3	.	5.0	0.0	-13.9	0.6	2.2	3.0
O=C(NCCCc1ccccc1)c1ccc(CS(=O)Cc2ccc(Cl)cc2)o1 (centres undefined)	-3.3	5.2	4.8	9.2	3.0	-0.3	-11.4	-3.8	1.2	7.0
O=C1c2ccccc2C(=O)N1CCCCc1cn(C[C@H]2CC[C@H](Cn3cc(CCCCN4C(=O)c5ccccc5C4=O)nn3)O2)nn1	-0.3	-12.6	-10.1	-7.2	3.7	-3.9	-7.2	-1.2	.	14.7
COc1ccc(OCC(=O)NNC(=O)Cc2coc3cc(OC)ccc23)cc1	4.5	0.3	18.5	-8.3	-0.1	2.9	-2.5	-1.3	-2.8	-5.7
COc1ccccc1-c1nn(Cc2ccccc2)cc1C(=O)N1CCN(c2ncccn2)CC1	-2.0	-7.0	-19.1	-10.6	2.5	0.6	-4.7	2.2	.	-0.4
Cc1nc(N2CCC(C(N)=O)CC2)c2nnn(Cc3ccccc3)c2n1	.	-10.1	-8.2	-5.9	-3.4	-0.6	-6.7	2.2	-2.1	0.7
COc1ccccc1N1CCN(c2cc(=O)n(-c3ccccc3Cl)c(=O)[nH]2)CC1	-3.0	6.1	-14.9	3.5	-3.3	-1.2	2.5	3.1	.	-7.2
O=C(NCC1CCCO1)c1ccc2c(c1)N(Cc1ccc(F)cc1)CCS2 (centres undefined)	-1.1	-25.8	4.6	-8.8	0.8	-1.5	-9.6	-5.3	19.5	61.9
CN(Cc1ccccc1)S(=O)(=O)c1nnc(NC(=O)c2ccccc2)s1	-2.2	-14.3	-24.3	-5.7	6.5	-3.5	3.3	0.0	-1.1	-24.1
O=C(COC(=O)c1ccccc1Br)NCC1CCCO1 (centres undefined)	6.6	-10.7	-0.1	6.4	3.9	-0.9	0.4	-0.1	0.5	-6.5
CCOc1ccccc1NC(=O)C1Cc2ccccc2CN1S(C)(=O)=O (centres undefined)	-4.3	16.7	-5.6	.	-1.2	0.9	-2.9	5.0	.	0.1
CSc1cccc(NC(=O)c2nnn(Cc3ccccc3)c2N)c1	5.3	1.8	-14.4	.	2.2	-0.8	-4.7	-0.6	1.4	4.7
O=C(CCCC(=O)N(c1ccc2c(c1)OCCO2)C(C(=O)NC1CCCCC1)c1ccc(F)cc1)Nc1ccccn1 (centres undefined)	-4.2	-7.5	-0.3	3.0	3.2	8.4	4.2	4.3	-0.2	-3.0
CC(C)(C)n1nnnc1C(c1cccs1)N(Cc1cccnc1)CC1CCCO1 (centres undefined)	.	-14.9	-10.0	4.2	-4.6	1.7	0.7	-0.3	-1.1	4.0
c1ccc(-c2cc(-c3ccccc3)on2)cc1	41.5*	-7.1	3.8	78.9	2.4	1.2	-1.8	0.7	-0.2	18.7
CCN(CC)CCNC(=O)c1ccc(NC(=O)Cc2ccccc2F)cc1	-2.4	20.6	-13.4	-1.0	-7.4	-2.1	-8.4	-0.9	21.3	-17.2
O=C(c1ccc(Cl)c(S(=O)(=O)N2CCOCC2)c1)N1CCCCCC1	1.7	-3.6	0.4	-3.8	1.4	0.3	2.5	-1.8	-4.0	.
COc1ccccc1-c1nnc(NC(=O)c2ccc(S(=O)(=O)N3CCOCC3)cc2)o1	0.3	-11.0	-7.1	-0.6	3.0	-1.3	-6.5	-2.7	0.2	-7.8
C#CCO[C@@H]1C[C@H](n2cnc3c(NC(=O)c4ccccc4)ncnc32)O[C@@H]1CO	7.4	18.3	-2.2	27.4	-7.2	1.1	1.4	-1.1	.	-15.8
CC(NC(=O)C1CCC(C(=O)NC(C)c2ccccc2)CC1)c1ccccc1 (centres undefined)	-1.5	4.0	11.9	.	-1.1	2.2	1.7	2.2	-2.7	-6.1
CC(C)OC(=O)CC(=O)CSc1nc2c(cc1C#N)CCCCCC2	.	-4.8	-7.5	.	-1.7	-1.4	-5.7	-0.5	-9.8	10.0
COc1ccc2c(CC(=O)OCC(=O)Nc3cccc(C)c3)coc2c1	5.2	0.1	-17.9	4.2	5.6	0.4	-10.2	1.7	1.3	22.5
O=C(NCc1ccccc1)c1ccc(=O)[nH]n1	0.0	22.1	5.9	0.2	4.6	0.0	8.5	-2.3	-6.4	-18.0
Cc1ccc(CN(C(=O)N2CCN(C)CC2)S(=O)(=O)c2ccc(C)cc2)cc1	-1.1	5.4	-1.2	-1.5	4.9	-0.8	-4.3	-4.6	0.6	-34.9
COc1ccc(-n2c(=O)c3ccccc3n(CC(=O)NCc3ccco3)c2=O)cc1	-1.9	-7.3	7.7	-7.3	2.5	0.9	-7.5	-1.0	0.2	-12.4
CN(Cc1cc(=O)n2ccsc2n1)c1ccccc1	-3.3	5.0	-10.7	-9.4	-1.9	0.1	8.9	2.0	0.6	-14.3
Cc1ccc([C@H]2C(C(=O)O)=CC[C@@H](c3cccs3)N2S(=O)(=O)c2ccc(C)cc2)cc1	-3.7	-9.6	2.9	12.1	2.8	0.8	-0.9	1.0	.	-20.4
FC(F)(F)c1cnc(-c2cnc3c(-c4ccc(Cl)cc4)cnn3c2)c(Cl)c1	-1.3	-7.1	10.4	-1.3	0.1	0.2	-7.4	-1.9	-1.6	12.9
COc1ccc(CC(=O)NCCS(=O)(=O)N2CCN(c3ccccc3)CC2)cc1	-3.2	13.6	-11.1	-5.8	-5.4	0.9	-5.4	-4.1	-3.0	-15.6
COc1cccc(C(=O)Nc2nc(SCc3ccc(Cl)cc3)n[nH]2)c1	13.6	-42.7	-8.9	.	-3.0	0.1	-2.8	-0.8	-3.5	-20.4
